# PMI act – increases human mannose-6-phosphate isomerase activity; P34949; purified human PMI, coupled resazurin fluorescence, 20 min; hits give high values; 1 = vehicle control, 0 substrate-free wells; activation factor at 20 µM; hit rate 0.005% among 190,000;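 active means activation factor of 2 or more at 20 µM, relative to plate controls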
# Target sequence (P34949 whole entry, looked up): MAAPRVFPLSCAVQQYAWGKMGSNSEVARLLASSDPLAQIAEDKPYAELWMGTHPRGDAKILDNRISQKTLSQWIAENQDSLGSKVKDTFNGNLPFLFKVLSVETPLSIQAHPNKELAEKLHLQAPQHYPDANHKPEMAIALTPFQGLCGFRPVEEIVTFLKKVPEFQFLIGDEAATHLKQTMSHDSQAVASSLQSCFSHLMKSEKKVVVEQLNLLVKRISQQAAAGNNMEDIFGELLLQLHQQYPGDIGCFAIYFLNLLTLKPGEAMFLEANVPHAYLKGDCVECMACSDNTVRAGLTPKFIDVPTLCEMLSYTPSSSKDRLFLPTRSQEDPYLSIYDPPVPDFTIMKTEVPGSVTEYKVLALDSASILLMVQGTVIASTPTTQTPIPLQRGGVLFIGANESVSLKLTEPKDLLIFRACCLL
# PMI act hi M6P – activators of human phosphomannose isomerase at near-saturating mannose 6-phosphate; activation factor at 20 µM; AID 1216; coupled PMI enzyme assay, resazurin fluorescence, 20 min; hits give high values; 1 = untreated enzyme, 0 = substrate-free blank; P34949; hit rate 0.34% among 190,000;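 active means activation factor of 2 or more at 20 µM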
#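 Test system: human phosphomannose isomerase with PGI, G6PDH, diaphorase coupling enzymes / Doses: 20 µM compound, 1% DMSO / Times: enzyme reaction with compound 20 min at room temperature / Measured by: Diaphorase-driven resazurin-to-resorufin fluorescence, excitation 544, emission 590 nm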
# S1P3 antag – S1P3 (human) receptor antagonism; inhibition, % at 4.98 µM; hit rate 0.27% among 170,000; Q99500; AID 485; CHO S1P3 NFAT-BLA reporter, FRET fluorescence, antagonist mode;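 active means inhibition above the plate cutoff, the mean inhibition of test wells on that plate plus 3 SD, cut at about 28% in these data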;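 further: cells challenged with S1P at its EC80 of 0.8 µM; blue over green emission ratio from cleaved BLA substrate after 4 h stimulation; 0% = S1P-stimulated wells and 100% = unstimulated DMSO-only wells; some compounds past the cut are filed as inactive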
# Efa HMGR inh – blocks class II HMG-CoA reductase of Enterococcus faecalis. hit rate 0.41% among 190,000. inhibition, % at 10 µM. AID 1066. purified E. faecalis HMGR, NADPH absorbance 340 nm kinetic;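 active means inhibition above a set limit, the median over all tested compounds plus 3 SD, cut at about 9.5% in these data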;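 further: enzyme runs in reverse so mevalonate oxidation gives rising NADPH absorbance; 0% = complete reaction with DMSO and 100% = background rate lacking mevalonate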
# TNAP inh no acc – TNAP (human) inhibition, acceptor-free conditions; P05186; purified TNAP, CDP-star luminescence, 30 min; inhibition, % at 20 µM; hit rate 0.26% among 200,000; AID 1012;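 active means tissue-nonspecific alkaline phosphatase inhibition above about 50% at 20 µM in the single-dose screen, limit read from the data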;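 further: 0% = DMSO negative control and 100% = EDTA positive control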
# Target sequence (P05186 whole entry, looked up): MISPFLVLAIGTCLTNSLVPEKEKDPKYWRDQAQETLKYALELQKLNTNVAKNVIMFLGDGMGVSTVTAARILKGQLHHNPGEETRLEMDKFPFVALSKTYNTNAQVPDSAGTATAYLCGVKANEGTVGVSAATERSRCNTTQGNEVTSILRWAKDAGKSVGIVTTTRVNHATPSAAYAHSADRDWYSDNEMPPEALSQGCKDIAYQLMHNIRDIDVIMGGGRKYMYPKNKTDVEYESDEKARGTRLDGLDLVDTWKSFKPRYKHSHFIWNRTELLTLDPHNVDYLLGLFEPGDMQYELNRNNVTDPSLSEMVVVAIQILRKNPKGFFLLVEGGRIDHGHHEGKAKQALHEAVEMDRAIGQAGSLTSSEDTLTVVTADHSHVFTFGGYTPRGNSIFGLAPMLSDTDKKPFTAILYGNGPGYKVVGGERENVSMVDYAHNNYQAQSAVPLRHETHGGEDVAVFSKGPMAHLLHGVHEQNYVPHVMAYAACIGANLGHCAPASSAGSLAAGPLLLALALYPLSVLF
# Redox H2O2 prof – compounds producing H2O2 with reducing agent – biochemical, NIH compound library profiling, artefact control for MLSCN library redox annotation, primary screen. DTT-dependent redox cycling H2O2, phenol red/HRP absorbance; 100% = 100 µM peroxide control, 0% = buffer. activation, % at 10 µM. hit rate 0.03% among 200,000. AID 878;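 active means activation of at least 50% relative to the plate's high and low controls in the primary single-dose screen; inactive means activation below 50%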;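 further: compound incubated with DTT at 0.8 mM final as the reducing agent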
# TNAP inh hi DEA – inhibitors of human TNAP at high phosphate acceptor concentration; P05186; purified TNAP, CDP-star luminescence, 1 M DEA; inhibition, % at 20 µM; hit rate 0.03% among 200,000; AID 1135;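 active means over 50% inhibition of tissue-nonspecific alkaline phosphatase at 20 µM in the single-dose screen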;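 further: plate controls were DMSO wells for no effect and EDTA-quenched wells as full inhibition for full effect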
# RAM inhibit – yeast RAM network inhibition; S. cerevisiae dse1pr::URA3 reporter, 5-FOA growth OD615, 2 d; analog-sensitive cbk1-as2 kinase mutant strain; inhibition, % at 50 µM; hit rate 1.8% among 190,000;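 active means inhibition above a set limit, 3 SD over mean compound inhibition, cut at about 8.4% in these data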;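 further: 0% = DMSO-only wells with no growth and 100% = 10 µM 1-NA-PP1 full growth; inhibition rescues growth on 5-FOA so higher OD means more RAM inhibition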
# L major viab – inhibitors of Leishmania major promastigote growth; inhibition, % at 10 µM; Leishmania major promastigotes, resazurin fluorescence viability; hit rate 9% among 200,000; in the data active means inhibition above about 50%;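 further: promastigotes grown with compound for 44 hours at 28 °C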
# Hsp70 activator – switches on Hsp70 transcription | HeLa Hsp70 promoter luciferase reporter, luminescence; scaled: vehicle 0, proteasome-inhibitor control 100% | activation, % at 10 µM | hit rate 0.04% among 200,000 | AID 1203;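 active means activation above the mean across all tested compounds plus 3 SD, cutoff set per campaign, cut at about 5.5% in these data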;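 further: 100% = MG132 at 30 µM as the positive control and 0% = DMSO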
# The depositor's hits bear a star; · = not tested or not shown.
# Every second line gives: PMI act	PMI act hi M6P	S1P3 antag	Efa HMGR inh	TNAP inh no acc	Redox H2O2 prof	TNAP inh hi DEA	RAM inhibit	L major viab	Hsp70 activator
[1] Cc1cc(C)c2c(=O)[nH]c(SCC(=O)c3ccc(C(C)C)cc3)nc2n1
→ 0.9	1	·	-8	-6	0.1	-4	3.3	-6	-0.1
[2] Cc1ccc(C)c(NCC(=O)NNC(=S)Nc2ccccc2)c1
→ 1	1.1	-19	0	-38	-0.1	-6	1.2	-1	-0.3
[3] COc1ccc(/C=N/n2cncn2)cc1COc1ccc(NC(C)=O)cc1
→ 1	1	·	-9	-8	-0.3	0	2.3	-6	-0.5
[4] CCOc1ccccc1NC(=O)NCc1cccnc1
→ 1	1	-13	-1	-11	-0.9	1	0.8	-8	0.2
[5] Cc1ccc(S(=O)(=O)n2ccc(-c3cccc(OCc4c(F)cccc4Cl)c3)n2)cc1
→ 0.9	0.9	·	0	-8	3.8	-3	4.6	11	-0.5
[6] CCOc1ccc(-c2nnn(CC(=O)N3CCCC(C)C3)n2)cc1 (stereo unspecified)
→ 1	1.1	3	13*	-8	-0.1	-4	0.3	-5	-0.2
[7] Cc1ccc(NC(=O)CSc2nnc(CNC(=O)C34CC5CC(CC(C5)C3)C4)n2-c2ccc(F)cc2)cc1
→ 0.9	0.9	20	-5	-8	0.4	-2	-0.5	16	-0.3
[8] COc1ccc(C)cc1NC(=O)CSc1nnc(-c2cc3cccc(OC)c3o2)n1N
→ 1	1	31	0	-9	4.7	-3	2.5	-3	-0.3
[9] O=C(NCc1cccnc1)C(=O)NCC(c1ccco1)N1CCN(c2ccc(F)cc2)CC1 (stereo unspecified)
→ 1	1.1	-2	0	-14	0.0	-7	-0.7	48	-0.4
[10] Cc1onc(-c2ccccc2Cl)c1C(=O)Nc1cccc2cccnc12
→ 0.9	0.9	16	-4	-8	0.3	-5	3.9	17	0.4
[11] FC(F)(F)c1cccc(Cc2noc(CN3CCCC(CN4CCCC4)C3)n2)c1 (stereo unspecified)
→ 1	1	6	-8	-3	-0.1	2	0.9	-6	-0.4
[12] COc1ccc2cc3cc(C(=O)NCCN4CCN(Cc5ccccc5)CC4)oc3nc2c1
→ 1.1	1.1	-8	-2	1	1.0	-4	-0.4	95*	-0.1
[13] O=C(Cn1ccc(C(F)(F)F)n1)Nc1ccc(S(=O)(=O)NCc2ccco2)cc1
→ ·	·	1	5	·	-0.2	·	7.8	-4	-0.3
[14] CSCCNCc1cn(-c2ccc(F)cc2F)nc1-c1ccccc1C
→ 1	1	-21	-2	-4	0.5	1	1.0	15	0.0
[15] CCc1cc([N+](=O)[O-])cc(CC)c1N
→ 1	1	·	-1	-7	0.4	0	-0.3	3	0.2
[16] O=C(O)CSc1nnnn1-c1ccc2c(c1)OCCO2
→ 1.1	1.1	·	0	-14	-0.1	-3	-0.1	-5	0.0
[17] COC(=O)c1ccc(CC(=O)c2c(C)cc(O)cc2O)o1
→ 0.8	0.5	-7	0	-5	-0.3	-8	1.5	-5	0.2
[18] O=C(Cn1nnc(-c2ccccc2)n1)N/N=C/c1cc([N+](=O)[O-])c(Cl)cc1Cl
→ 0.9	0.9	-1	2	-20	0.1	0	2.4	-6	-0.5
[19] CC(=O)NC(CCS(C)(=O)=O)C(=O)Nc1ccc(Cl)c(Cl)c1 (stereo unspecified)
→ 0.9	0.9	-28	-11	-10	-0.4	-2	1.5	-7	-0.2
[20] Cc1nn2cc(-c3ccc(-c4ccccc4)cc3)nc2s1
→ 1	1	-18	-5	-16	2.6	-8	4.2	-2	-0.1
[21] CN(C)C(=O)N1CCCC(C(=O)NCc2ccccc2)C1 (stereo unspecified)
→ 1	0.9	-10	-6	-17	2.5	-5	-0.1	-2	-0.2
[22] O=C(OCC(=O)N1CCN(C(=O)c2ccco2)CC1)C1=COCCO1
→ 1	1	·	-3	-15	-0.8	-6	2.2	-7	0.0
[23] O=C(NNC(=O)C1CCN(Cc2ccc(Cl)c(Cl)c2)CC1)c1cccs1
→ 0.9	0.9	-5	-5	-34	-0.1	-6	0.2	-7	-0.1
[24] CC1CCN(C(=O)c2ccc(-n3cnnn3)cc2)CC1
→ 1	1	·	-1	-9	1.2	-6	2.5	-4	0.4
[25] Cc1cc(NC(=O)COC(=O)CCNS(=O)(=O)c2c(Cl)cccc2Cl)no1
→ 1	0.9	-7	-7	1	-1.0	-6	1.1	-8	0.2
[26] COc1ccccc1NC(=O)CSc1nnc(-c2ccc(NC(C)=O)cc2)n1C
→ 1.1	1.3	·	1	-7	-1.0	2	1.4	1	-0.3
[27] CC(=O)NCC(=O)N(C)C(C(=O)Nc1ccc2c(c1)OCCO2)c1ccccc1 (stereo unspecified)
→ 1	1	-14	-5	-6	2.2	1	0.0	-3	0.7
[28] COc1ccc(S(=O)(=O)N(CC(=O)NC(C)C)Cc2ccccc2)cc1
→ 1	1	·	-2	5	-0.1	2	1.2	-1	-0.1
[29] CNc1c([N+](=O)[O-])ncn1C
→ 1.1	1.1	·	-1	1	0.2	-1	1.4	0	-0.2
[30] COc1ccc(C2NC(=O)c3sc(=S)n(-c4ccccc4)c3N2)cc1 (stereo unspecified)
→ 1.3	1.5	·	-7	-4	0.2	-4	7.0	7	-0.2
[31] O=C(Nc1ccncc1)c1ccc(S(=O)(=O)Nc2ccccc2)cc1
→ 1	0.9	-2	6	2	-0.5	-1	0.5	24	-0.2
[32] Cc1sc2nc(-c3ccccn3)[nH]c(=O)c2c1-c1ccccc1
→ 0.7	1.1	-26	5	-37	-1.6	-5	-1.2	99*	0.4
[33] O=C(NCCCO)/C(=C/c1ccco1)NC(=O)c1ccc(Br)o1
→ 1.3	1.1	-14	1	-11	-0.1	1	3.3	-6	-0.2
[34] CC(C)(C)NC(=O)CSc1nc2scc(-c3ccccc3)c2c(=O)[nH]1
→ 1.1	1.1	-3	-5	-5	-0.7	0	2.8	36	-0.2
[35] COC(=O)Nc1nnc(CC(=O)Nc2ccccc2C)s1
→ 1.1	1.1	8	-6	-5	0.6	0	0.5	-2	-0.3
[36] Cc1ccc(SCC(=O)NCc2cccnc2)cc1
→ 0.9	1	·	-3	-3	0.0	0	-0.6	-6	0.1
[37] CC(=O)c1cc(C#N)c(SCC(=O)OC(C)C)nc1C
→ 0.8	0.8	-12	-3	4	15	-3	0.5	28	0.1
[38] Cc1ccc(NCc2nnc(SCC(=O)N3CCCc4ccccc43)o2)c(C)c1
→ 1	1	-3	1	-13	1.0	-5	3.5	7	-0.4
[39] COc1cccc(CN2CCCCC2C(=O)O)c1 (stereo unspecified)
→ 1.1	1.1	-2	-3	-12	-2.2	-7	2.2	-3	0.3
[40] O=C1NC(=S)S/C1=C/c1ccc(Oc2cnccn2)cc1
→ 1.1	1.1	-17	-5	-45	-1.6	-2	2.6	-8	1.1
[41] O=C(O)CCc1ccc(-c2ccc(F)cc2)n1CCC(=O)O
→ 0.9	0.9	-24	-2	-15	1.0	4	2.6	6	-0.2
[42] COC(=O)Cn1ncn2c(cc3oc(C)cc32)c1=O
→ 0.9	0.9	1	-4	-15	1.0	-3	-0.4	1	0.1
[43] CC1(C)CC(=O)C(C=Nc2cc(C(=O)c3ccccc3)ccc2N)=C(O)C1
→ 1.1	0.6	1	1	0	-1.8	6	-0.1	8	-0.1
[44] CC(=O)CSc1nc(N)c(C#N)c(-c2cccs2)c1C#N
→ 0.9	1	·	-1	-3	0.1	1	2.4	7	-0.6
[45] CCOCCOC(=O)c1cccc(NC(=O)OCC)c1
→ 1	1	-15	-5	-14	1.8	-5	1.1	3	-0.3
[46] COC1CCN(C(=O)c2ccc(OC3CCN(CCc4ccccc4)CC3)cc2)CC1
→ ·	·	3	-6	-9	0.5	-6	0.0	-5	-0.4
[47] CCN(CC)C(=O)NC1CC2CCCC(C1)N2Cc1ccccc1 (stereo unspecified)
→ 1.1	1.1	-23	-2	-17	0.0	-6	-0.7	-1	-0.2
[48] CC(C)(C)NC(=O)C(c1cccs1)N(C(=O)c1csnn1)c1cccc(F)c1 (stereo unspecified)
→ 0.9	1	-3	8	-6	-0.2	-5	1.4	4	0.4
[49] Cc1cccc(NC(=O)N2CCN(Cc3ccc4c(c3)OCO4)CC2)c1C
→ 1	0.9	-25	0	-5	0.1	1	0.8	56*	-0.2

# In the list so far, these have fluorine:
# Every second line gives: PMI act	PMI act hi M6P	S1P3 antag	Efa HMGR inh	TNAP inh no acc	Redox H2O2 prof	TNAP inh hi DEA	RAM inhibit	L major viab	Hsp70 activator
[5] Cc1ccc(S(=O)(=O)n2ccc(-c3cccc(OCc4c(F)cccc4Cl)c3)n2)cc1
→ 0.9	0.9	·	0	-8	3.8	-3	4.6	11	-0.5
[7] Cc1ccc(NC(=O)CSc2nnc(CNC(=O)C34CC5CC(CC(C5)C3)C4)n2-c2ccc(F)cc2)cc1
→ 0.9	0.9	20	-5	-8	0.4	-2	-0.5	16	-0.3
[9] O=C(NCc1cccnc1)C(=O)NCC(c1ccco1)N1CCN(c2ccc(F)cc2)CC1 (stereo unspecified)
→ 1	1.1	-2	0	-14	0.0	-7	-0.7	48	-0.4
[11] FC(F)(F)c1cccc(Cc2noc(CN3CCCC(CN4CCCC4)C3)n2)c1 (stereo unspecified)
→ 1	1	6	-8	-3	-0.1	2	0.9	-6	-0.4
[13] O=C(Cn1ccc(C(F)(F)F)n1)Nc1ccc(S(=O)(=O)NCc2ccco2)cc1
→ ·	·	1	5	·	-0.2	·	7.8	-4	-0.3
[14] CSCCNCc1cn(-c2ccc(F)cc2F)nc1-c1ccccc1C
→ 1	1	-21	-2	-4	0.5	1	1.0	15	0.0
[41] O=C(O)CCc1ccc(-c2ccc(F)cc2)n1CCC(=O)O
→ 0.9	0.9	-24	-2	-15	1.0	4	2.6	6	-0.2
[48] CC(C)(C)NC(=O)C(c1cccs1)N(C(=O)c1csnn1)c1cccc(F)c1 (stereo unspecified)
→ 0.9	1	-3	8	-6	-0.2	-5	1.4	4	0.4

# Assay outcomes: PubChem BioAssay, several laboratories
